Candida biofilm: kills Candida albicans biofilms; 85,000 compounds, 0.14% hits; inhibition, % at 6 µM; C. albicans biofilm + clotrimazole, Alamar Blue; AID 834;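 active = inhibition above 20%; inactive = inhibition below 20%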;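 also: preformed 24 hr biofilms exposed to compound for 48 hr; 0% = biofilm without compound and 100% = blank killed by clotrimazole plus chlorhexidine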
HUVEC tox IL1B: HUVEC cytotoxicity counter-screen, IL-1B stimulated; HUVEC cell count loss, Hoechst imaging; cell count reduction, % at 2 µM; 94,000 compounds, 0.41% hits;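 active = cell count reduction more than 3 SD above the screen-wide mean, cut at about 70% in these data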;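 also: normalized per plate to untreated control cells as the no-loss baseline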
VCAM1 TNFa inh: reduces TNF alpha induced VCAM1 expression in HUVEC; HUVEC TNFa-induced VCAM-1 immunofluorescence, high-content imaging; inhibition, % at 2 µM; 95,000 compounds, 0.48% hits;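 active = inhibition above the batch mean plus 3 SD, with images confirmed as a hit by eye, cut at about 37% in these data; inconclusive = inhibition above that limit but hit not confirmed in images; inactive = inhibition not above that limit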;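 also: 0% = TNF-stimulated DMSO wells and 100% = unstimulated control wells; not every result past the cut was called active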
Smad3 inh: inhibitors of human Smad3 transcription factor binding | P84022 | TR-FRET Smad3/Dy647-FoxH1 peptide binding, europium anti-His | inhibition, % at 25 µM | 88,000 compounds, 0.29% hits | AID 630;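 active = compounds that reduce the energy-transfer binding signal between the protein and its labelled peptide by more than half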;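 also: 0% = Smad3 plus labelled peptide maximal FRET and 100% = peptide-only background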
cytoskel mod: alters cytoskeleton assembly in HUVEC cells; HUVEC TNFa F-actin phalloidin imaging, high content; inhibition, % at 2 µM; 91,000 compounds, 0.18% hits; AID 836;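 active = inhibition above the batch mean plus 3 SD and confirmed as a hit by visual image inspection, cut at about 30% in these data, passing the limit was not always enough; inconclusive = above the inhibition threshold but rejected on visual inspection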; also: strong numbers were not always called active
MT1-MMP txn act: MT1-MMP promoter transcription activation; HT1080 MT1-MMP promoter luciferase reporter, luminescence, overnight; active compounds read high; activation factor at 10 µM; 86,000 compounds, 0.16% hits; AID 750;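 active = activation factor of at least 2 for MT1-MMP transcription at 10 µM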
TNFa cytotox: HUVEC cytotoxicity counter-screen, TNF alpha stimulated. HUVEC TNFalpha-stimulated, Hoechst cell count, imaging. cell count reduction, % at 2 µM. 93,000 compounds, 0.17% hits;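 active = cell count reduction exceeding the screen mean by over 5 SD, scaled to untreated wells per plate, cut at about 78% in these data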;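 also: cells counted after 24 h of TNF alpha exposure following the 1 h pretreatment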
DAT uptake mod: changed human dopamine transporter uptake under cocaine IC80; Q01959; LLC-PK1 hDAT cells, [14C]-dopamine uptake with cocaine IC80; actives deviate in either direction; B-score at 10 µM; 110,000 compounds, 1.3% hits; AID 449768;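 active = Z score or B-score, a plate-position-corrected score, falls beyond the plate's 99.7% confidence bounds, in either direction; inactive = both scores lie inside the 99.7% bounds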;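 also: scored against the spread of the other compound wells on the same plate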
LYP inh 2: inhibitors of human LYP (PTPN22) phosphatase | recombinant LYP catalytic domain, DiFMUP fluorescence | inhibition, % at 2 µM | 96,000 compounds, 0.21% hits;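 active = inhibition at 2 µM at or above a set limit, the screen mean plus 3 SD, cut at about 24% in these data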;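 also: 0% = DMSO with enzyme and 100% = enzyme fully blocked by orthovanadate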
Target sequence (Q9Y2R2 whole entry, looked up, the tested form may be a part): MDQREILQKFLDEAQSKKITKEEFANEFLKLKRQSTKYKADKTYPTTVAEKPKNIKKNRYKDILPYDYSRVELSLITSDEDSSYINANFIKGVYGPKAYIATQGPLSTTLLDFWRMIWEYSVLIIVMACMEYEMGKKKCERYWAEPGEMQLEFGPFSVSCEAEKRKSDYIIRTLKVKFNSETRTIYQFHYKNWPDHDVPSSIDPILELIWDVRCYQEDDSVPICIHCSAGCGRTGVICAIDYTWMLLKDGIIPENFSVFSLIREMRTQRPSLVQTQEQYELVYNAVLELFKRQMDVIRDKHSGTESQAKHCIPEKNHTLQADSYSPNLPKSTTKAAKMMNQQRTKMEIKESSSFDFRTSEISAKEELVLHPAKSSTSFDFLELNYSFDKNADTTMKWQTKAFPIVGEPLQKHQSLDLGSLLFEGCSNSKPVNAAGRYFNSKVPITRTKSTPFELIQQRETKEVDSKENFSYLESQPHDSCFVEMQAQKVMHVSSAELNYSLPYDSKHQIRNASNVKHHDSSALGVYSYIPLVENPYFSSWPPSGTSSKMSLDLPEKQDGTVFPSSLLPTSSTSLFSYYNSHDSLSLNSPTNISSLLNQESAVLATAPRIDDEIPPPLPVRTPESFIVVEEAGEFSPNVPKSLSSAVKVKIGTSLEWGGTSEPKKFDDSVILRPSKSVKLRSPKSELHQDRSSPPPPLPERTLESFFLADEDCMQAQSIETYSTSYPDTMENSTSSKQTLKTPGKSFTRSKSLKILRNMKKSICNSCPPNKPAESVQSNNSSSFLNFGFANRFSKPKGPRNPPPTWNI
* hit, by the source's call; ? = inconclusive; / = not tested or not shown; [ ] = remark or other dose. Only part of the results is shown; the hit share may differ from the screen's.

SMILES | Candida biofilm | HUVEC tox IL1B | VCAM1 TNFa inh | Smad3 inh | cytoskel mod | MT1-MMP txn act | TNFa cytotox | DAT uptake mod | LYP inh 2
CC(=C1C(=O)c2ccccc2C1=O)N1CCN(CCN=Cc2c(O)n(C)c(=O)n(C)c2=O)CC1 | 8 | 0 | 2 | 0 | 5 | 1.1 | 4 | 0.48 | 0
CC(C)(C)c1nc(N2CCN(C(=O)c3ccco3)CC2)c2nnn(Cc3ccccc3Cl)c2n1 | -3 | -10 | -17 | -5 | 13 | 0.9 | 44 | -0.46 | 7
O=C1NC(=O)C2(Cc3ccccc3N3CCCC32)C(=O)N1Cc1ccccc1 (stereo unspecified) | 10 | / | / | 15 | / | 1.2 | / | -1.5 | /
Cn1c2ccccc2c2cnn(CC(=O)N3CCC4(CC3)OCCO4)c(=O)c21 | 0 | 16 | 3 | 3 | 5 | 1.1 | -12 | / | -5
CCC(=NCCCN(CC)CC)c1c(O)n(-c2ccccc2)c(=O)[nH]c1=O | 7 | 28 | -3 | -12 | 11 | 1.1 | -39 | 1.6 | -1
O=C(Cn1ncc2c3ccccc3n(Cc3ccc(F)cc3)c2c1=O)N1CCC2(CC1)OCCO2 | 10 | -31 | 1 | 10 | 6 | 1.1 | -13 | 0.75 | 3
NCCCP(=O)(O)CCc1ccccc1 | 4 | 18 | 12 | 9 | -2 | 1 | -12 | 0.14 | -8
COC(=O)c1ccccc1OP1(=O)COc2ccccc2OC1 | -4 | 18 | 14 | -1 | 9 | 1.1 | -12 | -0.013 | -23
COC(=O)c1cncn1C(C)c1ccccc1 (stereo unspecified) | 8 | -25 | -7 | 4 | 4 | 1.3 | -40 | 1.7 | -2
CN1CCN(c2c[nH]c(=O)[nH]c2=O)CC1 | 5 | -25 | 17 | -5 | -24 | 1.2 | 14 | 0.068 | -1
CCOC(=O)c1nc2ccccc2c(=O)n1-c1ccc(C)cc1 | / | -3 | 6 | / | -13 | / | -18 | -0.72 | 7
CC(=O)OC1C2CCC1C(N1CCCC1)CC2 (stereo unspecified) | 4 | -1 | 6 | 4 | -10 | 1.2 | -13 | -1.3 | -1
CCOP(=O)(OCC)C(NC(=O)c1ccc(Cl)cc1)=C(Cl)Cl | / | 14 | -26 | / | -32 | / | / | 0.96 | 0
N#Cc1cc2c(nc1SCC(=O)Nc1cc(Cl)ccc1Cl)C1CCN2CC1 | 6 | -41 | -9 | 6 | -9 | 1.3 | 0 | -0.81 | -9
O=c1[nH]c(=O)n(Cc2ccco2)c(O)c1C=NCCN1CCOCC1 | 5 | -8 | 15 | 5 | -7 | 1.2 | -7 | 1.3 | 8
Cc1nn(Cc2ccccc2)c(C)c1C(=O)OCC(=O)NCc1ccco1 | 6 | -2 | 4 | -2 | 33 | 1.3 | -20 | -0.56 | -11
CN1CCN(c2ccc([N+](=O)[O-])c3cccnc23)CC1 | / | -44 | 13 | / | -5 | / | -5 | / | -10
CC(C)c1ccc(N2C(=O)NC(=O)/C(=C\c3cnc(-c4ccccc4)nc3)C2=O)cc1 | / | 0 | 8 | / | 4 | / | -8 | -0.88 | 1
CCN1CCN(C(=O)COc2ccc3c(c2)C(=O)CC2(CCN(C(C)=O)CC2)O3)CC1 | 2 | -10 | 11 | 9 | 2 | / | -18 | 0.19 | -6
O=C1C2CCCN2C(c2ccccc2)N1c1ccccn1 (stereo unspecified) | -1 | 11 | 23 | 2 | -19 | 1.1 | 4 | -0.47 | -3
Nc1ccc(S(=O)(=O)N2CCCCC2c2cccnc2)cc1 (stereo unspecified) | 6 | -5 | 21 | 4 | 5 | 1.2 | -30 | 0.084 | -8
CCCC(=O)OCC[N+](C)(C)C | 16 | / | / | 0 | / | 1.2 | / | -0.68 | /
CC(C)CC1C(C#N)=C(N)Oc2c1c(=O)oc1ccccc21 (stereo unspecified) | 5 | -1 | 16 | 2 | 2 | 1 | -3 | 0.33 | 4
Cn1cccc1CNCCc1ccccc1 | 5 | -25 | 14 | -2 | -2 | 1.2 | -7 | -0.024 | -3
CCOC(=O)C1(c2ccccc2)CCN(Cc2cccc(C(=O)O)c2)CC1 | 7 | 2 | -3 | 3 | 0 | 1.1 | 30 | 0.86 | 14
CC(=Nc1ccc2c(c1)CCC2)c1c(O)n(C2CCCCC2)c(=O)[nH]c1=O | -4 | -29 | 6 | 0 | 2 | 1.2 | -2 | 0.25 | 7
COCCCN1Cc2ccccc2C1=N | / | -11 | 18 | / | -29 | / | -3 | 0.84 | 6
CCOC(=O)c1ccc(NC(=O)c2c(O)[nH]c(=O)[nH]c2=O)cc1 | 8 | -59 | -16 | 5 | -10 | 1 | -14 | / | 6
CCCCCCOc1ccc(CN2CCN(C)CC2)cc1 | / | 2 | 13 | / | 23 | 0.7 | -24 | -0.36 | 0
CN(C)C(=O)Oc1cccc(NC(=O)N2CCOCC2)c1 | 4 | 8 | 18 | 7 | 6 | 1.3 | 0 | 0.33 | 2
Cc1ccc(CCN2CC(C(=O)N3CCC4(CC3)OCCO4)CC2=O)cc1 (stereo unspecified) | 5 | -10 | -42 | -7 | -31 | 1.1 | -50 | 0.011 | -21
Clc1ccc2c(c1)C(c1ccccc1Cl)=NCc1nnc(Br)n1-2 | -1 | -25 | -30 | 7 | -2 | 1.2 | -15 | 0.42 | -3
O=c1cccc2n1CC1CC2CN(Cc2c(Cl)cccc2Cl)C1 (stereo unspecified) | 5 | / | / | 7 | / | 1.2 | / | 0.89 | /
CCOP(=S)(OCC)c1ccc(N(C)C)cc1 | 3 | -17 | -13 | 12 | 1 | 1.4 | 0 | -1.1 | 9
Cc1nc2cc(F)ccc2n1C1CCN(Cc2nnnn2CCc2ccccc2)CC1 | 5 | -18 | -2 | -4 | 4 | 1.2 | -43 | 1 | -5
COc1cccc(-n2c(-c3ccoc3)nc3ccccc3c2=O)c1 | 7 | 16 | 16 | 2 | -4 | / | -25 | -0.77 | -2
c1ccc(C(OCCN2CCNCC2)c2ccccc2)cc1 | 7 | -22 | -12 | 7 | -1 | 1.1 | -27 | -1.8 | 5
COCCNC(=O)c1c(N)n(Cc2ccco2)c2nc3ccccc3nc12 | 10 | -6 | 17 | 7 | -21 | 1 | -1 | 2 | 2
CCC1(c2ccccc2)C(=O)N(COC)C(=O)N(COC)C1=O | -9 | -16 | 1 | -1 | 5 | 1.1 | -8 | 0.29 | -1
CCCCn1c(O)c(C(CC)=NC(C)c2ccccc2)c(=O)[nH]c1=O (stereo unspecified) | 5 | -16 | -4 | 3 | 17 | 1.1 | -14 | / | -2
CC(N)Cc1ccccc1Sc1ccc(O)cc1 (stereo unspecified) | / | 9 | ? | / | 29 | / | 25 | / | -4
O=C(Cn1cnc2ccccc2c1=O)NCC(=O)N1CCC2(CC1)OCCO2 | / | -2 | -10 | / | -25 | 1 | -2 | -0.0033 | -1
CN(C)C(=O)On1c(-c2ccccc2)nc2ccc(Cl)cc21 | 5 | -19 | 6 | 5 | -5 | / | 2 | 2.7 | 0
COC(=O)N(c1ccc(OC)cc1)P1(=S)OCCC(C)O1 (stereo unspecified) | / | -22 | -14 | / | 17 | 1.2 | 22 | -1.3 | 7
O=C(O)c1cc2ccccc2oc1=O | 8 | -10 | 2 | 8 | -3 | 1.2 | -8 | -0.0047 | 3
Nc1ccnn1C1CCNCC1 | 5 | -16 | 7 | 19 | -8 | 0.9 | -3 | -0.0068 | -17
CC(=O)CC(C)(C)n1c[n+](C)nn1 | / | 11 | 2 | / | -1 | 1.1 | -13 | 0.17 | 0
CC(=NCC1CCCO1)c1c(O)n(-c2ccccc2)c(=O)[nH]c1=O (stereo unspecified) | 2 | 11 | 21 | -6 | -3 | 1 | -14 | 0.62 | 3
Cn1c(=O)cc(SCC(=O)N2CCC3(CC2)OCCO3)c2ccccc21 | 4 | 1 | 15 | 23[fluorescence artefact?] | 26 | 1.2 | 62 | 1.5 | -3
CCOC(=O)C(O)(c1ccc(N(CC)S(=O)(=O)c2ccc(C)cc2)cc1)C(F)(F)F (stereo unspecified) | 1 | 15 | 10 | 22 | -16 | 1.1 | 12 | 0.1 | 6
NCC1(c2ccc3c(c2)OCCO3)CCCC1 | 5 | 8 | 12 | 5 | 2 | 1 | -10 | 0.59 | 8
c1ccc2c(c1)[nH]c1cnccc12 | 2 | / | / | -10 | / | 1.1 | / | -0.43 | /
C=CCn1c(O)c(C(CC)=NCc2cc(OC)cc(OC)c2)c(=O)[nH]c1=O | / | -15 | 22 | / | 2 | 0.9 | -3 | -0.82 | -10
CCN1CCN(C(=O)Cc2coc3cc(C)cc(C)c23)CC1 | 10 | -42 | 30 | 9[fluorescence artefact?] | 1 | 1.1 | 5 | 0.01 | -12
O=S(=O)(c1ccccc1)N1CCCCC1c1cccnc1 (stereo unspecified) | 1 | 2 | 9 | -6 | -16 | 1.2 | -6 | 0.54 | 0
COc1ccc(CCNC(=O)c2c(N)n(CCN3CCOCC3)c3nc4ccccc4nc23)cc1 | / | 1 | 4 | 3 | 4 | 1 | -4 | 1.9 | -15
OC1(c2cccnc2)CC2CCC(C1)N2Cc1nnnn1Cc1ccccc1 (stereo unspecified) | 1 | 4 | -17 | 3 | 58 | 1.4 | -5 | -0.17 | -2
CC1=CC(=C2C(=O)NC(=O)NC2=O)C=C(C(F)(F)F)N1C(C)C | 3 | -4 | 10 | 9 | 11 | 1 | -34 | 0.075 | 4
CCOC(=O)c1c(C)n(Cc2ccccc2)c2ccc(OCC(O)Cn3nc(C)cc3C)cc12 (stereo unspecified) | 6 | -27 | 2 | -3 | -2 | 1.1 | -17 | 0.64 | 3
CC(C)C1(C)N=C(c2nc3ccccc3cc2C(=O)O)NC1=O (stereo unspecified) | 4 | -20 | -7 | -2 | 32 | 1.1 | -15 | 1 | -9

Other entries follow.
SMILES | Candida biofilm | HUVEC tox IL1B | VCAM1 TNFa inh | Smad3 inh | cytoskel mod | MT1-MMP txn act | TNFa cytotox | DAT uptake mod | LYP inh 2
CCOC(=O)C1C(=O)NC23CCCC2C1c1ccccc1O3 (stereo unspecified) | -4 | -1 | -18 | -8 | -19 | 1.2 | 2 | -0.12 | 1
COc1ccc(-n2c(C)nc3cc(C(=O)N4CCC5(CC4)OCCO5)ccc32)cc1 | 5 | / | / | 10[fluorescence artefact?] | / | 1.1 | / | -0.23 | /
CC1CN(C)C(C)(C)CC1(O)c1ccccc1 (stereo unspecified) | 3 | -42 | 23 | 5 | 18 | 1.3 | -63 | 0.72 | 1
Cc1cccc(CN2CCN(CC(=O)N3CCC4(CC3)OCCO4)C2=O)c1 | -1 | -14 | 2 | -15 | / | 1 | -11 | -1.2 | -3
CCOC(=O)C1SC2(C(F)F)CC1(O)c1c(c(OC)c3occc3c1OC)O2 (stereo unspecified) | 2 | -16 | 23 | 1 | -8 | 1.2 | -6 | -0.016 | -18
COc1ccc(C2=NCC(=O)N(CC(=O)NCc3ccco3)c3sc4c(c32)CCCC4)cc1OC | / | 34 | 22 | / | -7 | 1.1 | -46 | 0.12 | -6
O=c1[nH]c(CN2CCNCC2)nc2ccccc12 | 6 | -12 | 2 | -28 | -11 | 1.1 | -9 | 0.29 | -6
